# AmpC detergent – AmpC beta-lactamase inhibition with detergent present | AmpC hydrolysis of nitrocefin, absorbance 480 nm, 0.01% Triton | AID 485294 | Potency, µM (highest dose often 114 µM), for the others: at the top dose activity change, negative = inhibition, usual class: inhibitors | P00811 | 370,000 tested, 0.041% active;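 also: potency is read from the fitted curve at half-maximal effect; 0% = no-compound wells and -100% = no-enzyme wells; nearly all actives have a fitted effect of over 25% in size; some results filed as inactive show a strong effect at the top dose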
# Target sequence (P00811 whole entry, looked up): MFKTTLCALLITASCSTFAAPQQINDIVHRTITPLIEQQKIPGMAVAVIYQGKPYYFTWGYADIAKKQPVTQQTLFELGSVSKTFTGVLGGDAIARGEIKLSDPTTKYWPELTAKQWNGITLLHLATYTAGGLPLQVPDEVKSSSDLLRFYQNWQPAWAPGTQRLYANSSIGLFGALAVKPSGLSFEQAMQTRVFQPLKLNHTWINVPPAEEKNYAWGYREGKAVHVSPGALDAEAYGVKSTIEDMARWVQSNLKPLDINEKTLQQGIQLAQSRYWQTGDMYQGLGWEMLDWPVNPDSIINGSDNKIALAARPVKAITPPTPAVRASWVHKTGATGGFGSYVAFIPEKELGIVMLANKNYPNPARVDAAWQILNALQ
#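 20 mM phosphate pH 7.0 + 0.01% (detergent screen) or 0.0001% Triton X-100; 5.3 nM AmpC reagent; cpd preinc 15 min RT; nitrocefin (800 uM stock) to start; A480 q20 s × 4 min; Activity was normalised to no-enzyme and no-compound control wells.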
# Giardia FBPA inh – blocks Giardia fructose-bisphosphate aldolase activity; A8B2U2; purified Giardia FBPA; Potency, µM (titrated, usually from 59.6 µM), for inactives: top-dose activity, negative = inhibition, hits mostly inhibitors; 290,000 tested, 0.71% active; AID 2451; also: potency is read from the fitted curve at half-maximal effect; nearly all actives have a fitted effect of over 55% in size
# Target sequence (A8B2U2 whole entry, looked up): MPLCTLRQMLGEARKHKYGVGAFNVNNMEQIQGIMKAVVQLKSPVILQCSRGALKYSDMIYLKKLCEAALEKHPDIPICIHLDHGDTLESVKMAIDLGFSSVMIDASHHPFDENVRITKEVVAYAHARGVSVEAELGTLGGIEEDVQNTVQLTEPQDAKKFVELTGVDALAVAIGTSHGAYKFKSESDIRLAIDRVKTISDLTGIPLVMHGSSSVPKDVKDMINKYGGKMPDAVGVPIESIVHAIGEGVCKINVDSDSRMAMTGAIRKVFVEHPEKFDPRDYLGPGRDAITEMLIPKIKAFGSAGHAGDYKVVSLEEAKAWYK
#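 Giardia FBPA (40 nM reagent) was preincubated 10 min at RT with compound (up to 57.5 uM final), then substrate plus GAPDH/TPI/NAD/arsenate coupling system with diaphorase/resazurin was added; resorufin fluorescence (525/598 nm) was read after 20 min.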
# HCMV inh – human cytomegalovirus inhibition; AID 1259415; activity change, negative = inhibition, % at 57.5 µM; 410,000 tested, 4.5% active; HFF cells, HCMV-luciferase reporter, 72 h; stronger effect = lower value; in the data active = activity change below about -60%; inconclusive = no clear call, values can overlap the other calls; inactive = above about -39%
#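 Cell-based, HFFs, 1000 cells/well, 16 h 37C; cpds in DMSO + HCMV-luc, MOI 1 PFU/cell; 72 h 37C; OneGlo luminescence after 5 min RT; norm. to buffer vs Salinomycin 10uM.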
# AmpC inh no detg – inhibitors of E. coli AmpC beta-lactamase without detergent. P00811. AmpC nitrocefin hydrolysis, absorbance 480 nm, 0.0001% Triton. Potency, µM (doses to about 57.1 µM), without a hit: at the highest dose activity change, negative = inhibition, hits mostly inhibitors. AID 485341. 330,000 tested, 0.52% active;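 also: potency is read from the fitted curve at half-maximal effect; plate controls were no compound for no effect and no enzyme for full effect; nearly all actives have a fitted effect of over 20% in size; some results filed as inactive show a strong effect at the top dose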
#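 AmpC (5.3 nM in the dispensed reagent) in 20 mM phosphate pH 7.0 with 0.01% (detergent screen) or 0.0001% Triton X-100 was preincubated with compounds for 15 min at room temperature. Nitrocefin was then added from an 800 uM solution, and hydrolysis was followed at 480 nm.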
# Sm TGR inh – S. mansoni TGR enzyme inhibition; purified TGR, DTNB reduction, TNB absorbance 405 nm; 360,000 tested, 3% active; AID 485364; Potency, µM (titrated, usually from 114 µM), inactives show at the top dose activity change, negative = inhibition, most hits filed as inhibitors; Q962Y6; also: potency is read from the fitted curve at half-maximal effect; nearly all actives have a fitted effect of over 60% in size
#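 TGR 20 nM + NADPH 100 uM (dispensed conc.), cpd preinc 15 min RT; start with NADPH (500 uM addition) then DTNB (15 mM addition). Kinetic TNB absorbance, 405 nm filter. Four-parameter Hill fit across titration.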
# HCV inh – blocks hepatitis C virus. Huh7.5.1 HCVcc-Cre infection, luciferase reporter, 44 h. Potency, µM (doses to about 41.8 µM), for the others: top-dose activity change, negative = inhibition, actives largely listed as inhibitors. 340,000 tested, 3.4% active. AID 651820; also: potency is read from the fitted curve at half-maximal effect
#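 Cells (1,000/well) were plated 4 h before compound, then infected with HCVcc-Cre virus (~0.5 moi). After 44 h further culture, infection was read as luciferase luminescence following a 15 min substrate incubation at room temperature.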
# * marks the source's active call; other numbers are inactive results; ? = inconclusive; · = not tested or not shown; + = active, no number; [ ] = another dose, or the depositor's remark. Unless noted, calls follow the shape of the dose curve; as a rule, active = well fitted curve in the direction sought with a large enough effect; inconclusive = small, poorly fitted or top-dose-only effect, or another doubt; inactive = no such curve, though single readings can be large; an effect the other way counts as inactive or inconclusive. Unless noted, % is scaled to controls: 0 for no effect and ±100 for the full control effect.
SMILES,AmpC detergent,Giardia FBPA inh,HCMV inh,AmpC inh no detg,Sm TGR inh,HCV inh
CCOc1ccc(-c2nc(-c3cccnc3)no2)cc1OCC,2%,6%,44,20%,-5%,?
Cc1nc(CCNC(=O)Cc2ccc(Cl)cc2)cs1,?,2%,21,?,5%,25%
CC(C)(C)c1ccc(C(=O)NCCNC(=O)c2ccco2)cc1,?,-9%,-22,1%,-16%,-15%
O=C(COC(=O)Cc1c(Cl)cccc1Cl)NC1CCCC1,·,·,?,-5%,·,-20%
COc1cccc(/C=N/NC(=O)C[n+]2ccccc2)c1O,-12%,-27%,3,-23%,10%,30%[activator]
Cc1cc(=O)oc2cc(OCC(=O)N3CCC(C(=O)O)(c4ccccc4)CC3)ccc12,-13%,10%,9,-2%,-17%,-14%
CC1CN(C(=O)/C=C/c2ccccc2[N+](=O)[O-])CC(C)O1 (stereo unspecified),-10%,0%,?,-6%,·,0%
C/C(=N\NC(=O)C(O)c1ccccc1)c1cccnc1 (stereo unspecified),?,0%,16,-18%,3%,14%
O=c1[nH]c(/C(Cl)=C/c2cc(Cl)ccc2O)nc2cc(Cl)ccc12,-9%,4%,-70*,-46%,0%,-23%
COc1ccc(CC(=O)OCC(=O)NCCc2ccccc2)cc1OC,-9%,2%,-32,-11%,1%,2%
Cc1ccc(C(=O)Nc2ccc(NC(=O)c3cccs3)cc2)cc1[N+](=O)[O-],0%,3%,-30,-27%,·,-20%
CCc1ccc2[nH]c(C(=O)Nc3ccc(Br)c(C)n3)cc2c1,-1%,2%,6,-59%,-2%,-22%
O=C(O)C1CC(O)CN1C(=S)Nc1ccccc1 (stereo unspecified),2%,-8%,-28,0%,·,21%
COc1cc(OC)cc(C(=O)NC(=S)Nc2ccc(NC(=O)c3ccco3)cc2)c1,-3%,-9%,?,-30%,-14%,-10%
Cc1[nH]c(=O)[nH]c(=O)c1S(=O)(=O)N1CCCC(C(=O)NCc2ccco2)C1 (stereo unspecified),0%,6%,-20,-30%,-15%,19%

# In a second layout: entries from further up
Cc1nc(CCNC(=O)Cc2ccc(Cl)cc2)cs1
  AmpC detergent: ?; Giardia FBPA inh: 2%; HCMV inh: 21; AmpC inh no detg: ?; Sm TGR inh: 5%; HCV inh: 25%

COc1cc(OC)cc(C(=O)NC(=S)Nc2ccc(NC(=O)c3ccco3)cc2)c1
  AmpC detergent: -3%; Giardia FBPA inh: -9%; HCMV inh: ?; AmpC inh no detg: -30%; Sm TGR inh: -14%; HCV inh: -10%

CCc1ccc2[nH]c(C(=O)Nc3ccc(Br)c(C)n3)cc2c1
  AmpC detergent: -1%; Giardia FBPA inh: 2%; HCMV inh: 6; AmpC inh no detg: -59%; Sm TGR inh: -2%; HCV inh: -22%

O=C(O)C1CC(O)CN1C(=S)Nc1ccccc1 (stereo unspecified)
  AmpC detergent: 2%; Giardia FBPA inh: -8%; HCMV inh: -28; AmpC inh no detg: 0%; Sm TGR inh: ·; HCV inh: 21%

# Continued:
SMILES,AmpC detergent,Giardia FBPA inh,HCMV inh,AmpC inh no detg,Sm TGR inh,HCV inh
O=C(CCc1ccccc1)NNC(=S)NCc1ccc(Cl)cc1,?,10%,-9,-21%,-1%,15%
Cc1ccc(C)c(NC(=O)CN(C)S(=O)(=O)c2ccc(F)cc2)c1,-6%,3%,18,-26%,-7%,-10%
CC(=O)Nc1ccc(OCC(O)CN2CCN(c3cc(Cl)ccc3C)CC2)cc1 (stereo unspecified),-3%,1%,15,82%[activator],-16%,?
O=C(Nc1ccc(F)cc1F)c1cc2n(n1)C(C(F)(F)F)C1CCCCC1N2 (stereo unspecified),?,0%,10,-37%,2%,11%
CCC(CC)NC(=O)COC(=O)c1ccc(OCC(=O)Nc2ccccc2OC)c(OC)c1,1%,-1%,-18,-12%,-18%,12%
COc1ccccc1N1CCN(C(=O)C2=CC=CN3CCS(=O)(=O)N=C23)CC1,7%,·,-12,-21%,-32%,?
NC(=O)CSc1ncnc2c1cnn2Cc1ccccc1,-1%,3%,-6,-16%,2%,2%
CCOc1ccc(/C=N/NC(=O)C(O)c2ccccc2)c(O)c1 (stereo unspecified),3%,-11%,9,-42%,2%,-30%
CCN(CC)S(=O)(=O)c1csc(C(=O)OCC(=O)c2ccccc2)c1,0%,1%,-19,2%,-2%,5%
COc1ccc(OC)c(C(=O)CSc2nc3ncccc3[nH]2)c1,?,?,-20,-25%,?,16%
O=C(N/N=C1\CCSc2ccc(F)cc21)c1cccnc1,-7%,-1%,-19,-13%,-20%,7%
COC(=O)CN1C(=O)COc2ccc(S(=O)(=O)N3CCCC3)cc21,-7%,-4%,-16,2%,0%,4%
[O-]/C(=C(\C(=S)Nc1ccccc1F)[n+]1ccccc1)c1ccc(-c2ccccc2)cc1,-4%,-18%,64,-41%,-5%,25%
C/C=C\C=C/C(=O)Nc1cccc(C2=NOC3(C2)C[C@@H](C(N)=O)N(C(=O)COc2ccc(Cl)cc2)C3)c1 (stereo partly specified),-3%,-13%,?,114%[activator],3.2µM*,-19%
CCCCc1ccc(S(=O)(=O)Nc2cc(C)on2)cc1,-8%,17%,-24,-22%,-20%,1%
O=C(COC(=O)c1ccccc1F)NNC(=O)c1ccccc1,-15%,·,-1,-19%,-4%,3%
Cc1ccc(OCC(=O)N2C(C)CCCC2C)c([N+](=O)[O-])n1 (stereo unspecified),·,·,-10,-19%,·,8%
CCOc1ccc(-c2c(=O)n(OCc3ccccc3Br)c3ccccc3[n+]2[O-])c(OCC)c1,0%,-6%,1,-9%,11%,?
O=C(C1COc2ccccc2O1)N1CCN(c2nc3ccccc3s2)CC1 (stereo unspecified),4%,·,10,2%,-22%,-2%
CC(C)C1Oc2ccccc2N(CC(=O)NC2CCCCC2)C1=O (stereo unspecified),4%,·,-32,-11%,5%,1%
O=C(CN(CCO)c1ccccc1)Nc1cccc(S(=O)(=O)N2CCCC2)c1,-8%,1%,-13,-44%,-2%,-9%
COc1cc(C)c2occ(/C(C)=N\O)c2c1,?,-8%,43,-14%,3%,8.9µM*
O=c1[nH]c(=S)[nH]c(O)c1N=Nc1ccc2c(c1)OCCO2,4%,-19%,?,-27%,3%,-29%
COc1ccccc1/C=C/C(=O)Nc1cccc(C(C)=O)c1,0%,-21%,1,-49%,-30%,?
Cc1nc(NC(=S)NC(=O)c2ccccc2)sc1C,3%,11µM*,45,-16%,1%,-8%
Cc1ccccc1SCC(=O)Nc1cc(C(F)(F)F)ccc1N1CCOCC1,?,·,·,-20%,-3%,?
Cc1noc(/C=C/c2ccccc2F)c1S(=O)(=O)N1CCC(C(=O)N2CCOc3ccccc32)CC1,1%,·,-3,·,1%,·
COc1ccc(CNc2ccc3c(c2)ncn3C)cc1OC,1%,-12%,15,-8%,-5%,-4%
Cc1cc2c(c(N)n1)c(=O)oc1ccccc12,-12%,2%,38,-23%,0%,?
C[C@H](CO)N1C[C@H](C)[C@@H](CN(C)C(=O)Nc2ccc(C(F)(F)F)cc2)Oc2c(NC(=O)Nc3ccc4c(c3)OCO4)cccc2C1=O,·,·,-24,211%[activator],·,?
CCOC(=O)C1CCN(Cc2cnc(Oc3ccc(Cl)cc3C)s2)CC1,-3%,-1%,50,142%[activator],6%,8%
O=C(Nc1nc(=S)ss1)c1ccc(Cl)cc1Cl,6%,0%,74,-16%,0%,8%
Cc1cc(/C=C(\C#N)C(=O)NCCc2c[nH]c3ccccc23)c(C)n1C,-6%,-3%,-35,25µM*,-4%,-5%
COc1ccc2c(C)c(CCC(=O)NCc3ccccc3Cl)c(=O)oc2c1C,0%,·,-11,·,-2%,·
CC(C)Oc1ccc(C(=O)N2CCCC2C(=O)O)cc1 (stereo unspecified),-5%,7%,0,-7%,7%,20%
O=C(NC1CCCC1)c1ccc2c(=O)n(Cc3ccccc3)c(SCc3cccc(F)c3)nc2c1,-7%,·,?,·,3%,·
COc1ccccc1C(=O)N/N=C/c1c[nH]c2ccccc12,4%,-5%,129,-26%,7%,12%
Cc1nn(CCC(=O)N2CCN(S(=O)(=O)c3ccccc3)CC2)c(C)c1C,2%,1%,-36,29%,11%,37%[activator]
O=C(Nc1ccc2c(c1)OCCO2)C1CCC1,?,0%,32,-14%,1%,5%
O=C(COC(=O)CCS(=O)(=O)c1ccccc1)NC(=O)c1ccc(OC(F)F)cc1,-21%,·,-37,-18%,0%,6%
COCCNC(=S)N(CCCO)Cc1cc2cc3c(cc2[nH]c1=O)OCCO3,-5%,-10%,100,-19%,-6%,-9%
COc1ccc(CN2CCNC(=O)C2CC(=O)NCCc2cnccn2)cc1C (stereo unspecified),-3%,-16%,0,34%,-35%,18%
COc1ccc(/C=C/C(=O)NCCSCc2ccco2)cc1OC,7%,0%,-26,-20%,10µM*,2%
CC1C(C#N)=C(N)OC2=C1C(=O)CC(c1ccccc1)C2 (stereo unspecified),1%,11%,49,-12%,-3%,5%
Cc1c(C)c2c(c(C)c1O)CCC(C)(C(=O)O)O2 (stereo unspecified),?,·,-1,-25%,4%,44%[activator]
COc1ccc(/C=C(\NC(=O)c2ccc(OC)c(OC)c2)C(=O)N2CCN(C)CC2)cc1,-4%,·,-3,4%,0%,?
Cc1ccc(C2(C)NC(=O)N(CC(=O)N3CCN(C(=O)c4cccs4)CC3)C2=O)cc1 (stereo unspecified),-3%,·,-21,29%,-5%,9%
COC(=O)c1ccccc1NC(=O)CNC(=O)c1ccc(OC)cc1,2%,0%,+,-2%,·,0%
C#CC(C)(CC)NC(=O)Cn1nnc(-c2ccc(OCc3ccccc3F)cc2)n1 (stereo unspecified),3%,·,-15,·,1%,·
CCC(C)NC(=O)C1(O)c2cc(Br)ccc2NC(=O)N1c1cccc(OC)c1 (stereo unspecified),1%,-1%,-1,-21%,-15%,1%
Cc1c(Cl)cccc1NC(=O)c1ccco1,?,3%,12,-13%,10%,15%
O=C(O)c1ccc2c(=O)n3cc(C(=O)c4ccccc4O)cc(Cl)c3nc2c1,?,?,-80*,-16%,-4%,9%
Cc1cccc(C(=O)NC(C(=O)Nc2cccc(S(=O)(=O)N3CCCC3)c2)C(C)C)c1 (stereo unspecified),?,·,12,-46%,0%,?
COc1cc(C(=O)NC(=S)Nc2ccccc2N2CCOCC2)cc(OC)c1OC,-3%,·,·,16µM*,25µM*,?
Cc1ccc(S(=O)(=O)NCCC(=O)N2CCN(c3ccccc3)CC2)cc1C,·,·,?,42%,·,?
Cc1c(Cc2ccccc2)c(=O)oc2c(O)c(O)ccc12,-1%,?,-32,-58%,·,?
CCN(CC)CCn1c(=S)[nH]c2cc(C(=O)NCc3ccccc3Cl)ccc2c1=O,-8%,-7%,0,-14%,-20%,?
CS(=O)(=O)N1CCN(c2ccccc2F)CC1,-1%,10%,-2,·,4%,-7%

# Not a hit list; overall some 9.9% were active at least once.
